Screening results: PubChem, several laboratories
PvdQ acylase: P. aeruginosa PvdQ acylase inhibition; purified PvdQ acylase, fluorescence plate reader; inhibition, % at 10 µM; actives 0.063% (n = 340,000); AID 488965; in the data active = inhibition above about 30%, passing the limit was not always enough;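 note: 0% = vehicle neutral wells and 100% = reference inhibitor wells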
Keap1-Nrf2 PPI: disrupts human Keap1 binding to Nrf2 peptide. Q14145. Keap1 Kelch-Nrf2 peptide fluorescence polarization, 1536-well. inhibition, % at 9.4 µM. actives 0.15% (n = 340,000); in the data active = inhibition above about 12%;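 note: human Keap1 Kelch domain with fluorescein labeled Nrf2 9mer peptide probe; 0% = neutral control wells and 100% = peptide positive control; higher means more block of Keap1 binding to Nrf2 peptide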
RTF Ca sens inh: cardiac RTF calcium desensitization; P19429+P45379; IANBD-labeled cardiac RTF, Ca2+ fluorescence; inhibition, % at 7.15 µM; actives 0.12% (n = 340,000); AID 493244;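 active = inhibition above the mean inhibition of all tested compounds plus 3 SD, cut at about 17% in these data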;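 note: assay run at fixed EC70 calcium of 1.6 mM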
Mot1-301 SUMO: inhibitors of SUMOylation pathway: yeast Mot1-301 growth rescue; S. cerevisiae Mot1-301 growth rescue, ATP luminescence, 38.5C; percent above DMSO median, 100 means doubled; actives 1% (n = 320,000); growth rescue, % at 18.8 µM; AID 2716;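 active = every valid replicate shows activation above 250% relative to neutral control wells; inactive = the rest, any valid replicate at or below 250%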;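 note: OY570 slx delta 5 strain wells were the positive control but not used for scaling; some compounds called inactive have numbers as strong as hits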
C-LANA FP: KSHV C-LANA DNA binding inhibition; MBP-C-LANA/FAM-LBS DNA binding, fluorescence polarization; inhibition, % at 9 µM; actives 0.078% (n = 340,000); AID 504423;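 active = highest replicate inhibition at or above 60% at 9 µM, even if other replicates fall short; inactive = all replicates below 60% inhibition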;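 note: 0% = neutral control wells and 100% = 4 µM acridine orange control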
NSD2 HMT inh: NSD2 (human) methyltransferase inhibition | NSD2 peptide methylation, AlphaScreen, 120 min | inhibition, % at 12.5 µM | actives 0.54% (n = 310,000) | AID 743445; in the data active = inhibition above about 50%
PfHsp90 yeast 2: inhibits growth of yeast expressing Plasmodium falciparum Hsp90 | S. cerevisiae expressing PfHsp90, BacTiter-Glo ATP, 48 h; yeast lacking PDR1 and PDR3 efflux regulators | inhibition, % at 9.4 µM | actives 0.32% (n = 310,000) | AID 504621;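 active = every replicate shows inhibition above about 80%, whatever the replicate mean, limit read from the data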;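 note: 0% = DMSO neutral controls and 100% = 20 µM radicicol positive controls; yeast relying on Plasmodium falciparum Hsp90 in place of its own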
cardiac RTF act: increases calcium sensitivity of human cardiac regulated thin filaments. P19429+P45379. AID 493008. IANBD-labeled TnC RTF fluorescence at EC20 calcium; 0% EC20 calcium, 100% full calcium. activation, % at 7.2 µM. actives 0.24% (n = 340,000);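 active = activation above the mean over all tested compounds plus 3 SD, cut at about 30% in these data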;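 note: rise in fluorescence read as greater calcium sensitivity of cardiac thin filaments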
dFosB act: mouse delta FosB homodimer activation. P13346. purified delta FosB, TAMRA-CDK5 oligo fluorescence polarization; percent of positive-control signal above neutral wells. activation, % at 25 µM. actives 0.99% (n = 340,000);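 active = mean activation above about 17%, with every replicate also reaching it, limit read from the data, passing the limit was not always enough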;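 note: fluorescence polarization rise as delta FosB binds a TAMRA Cdk5 AP-1 oligo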
CDK5 p35 inh: blocks human CDK5/p35 kinase activity. Recombinant CDK5/p35, ADP-Glo luminescence, 60 min. inhibition, % at 10 µM. actives 0.01% (n = 330,000). AID 488839;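 active = highest replicate inhibition of at least 50% and at least 75% of replicates reaching 50%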;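 note: plate controls were DMSO neutral control for no effect and GW8510 at 10 µM for full effect; many of its hits are not listed in these tables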
Target sequence (Q00535 whole entry, looked up): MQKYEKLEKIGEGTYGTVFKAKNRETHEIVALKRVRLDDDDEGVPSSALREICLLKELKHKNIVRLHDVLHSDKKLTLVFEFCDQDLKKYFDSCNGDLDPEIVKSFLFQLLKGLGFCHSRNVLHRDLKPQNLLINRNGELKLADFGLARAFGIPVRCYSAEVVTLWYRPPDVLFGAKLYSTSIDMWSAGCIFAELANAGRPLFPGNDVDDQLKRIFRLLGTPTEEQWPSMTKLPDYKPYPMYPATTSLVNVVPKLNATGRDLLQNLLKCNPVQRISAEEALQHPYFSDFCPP
Target sequence (Q15078 whole entry, looked up): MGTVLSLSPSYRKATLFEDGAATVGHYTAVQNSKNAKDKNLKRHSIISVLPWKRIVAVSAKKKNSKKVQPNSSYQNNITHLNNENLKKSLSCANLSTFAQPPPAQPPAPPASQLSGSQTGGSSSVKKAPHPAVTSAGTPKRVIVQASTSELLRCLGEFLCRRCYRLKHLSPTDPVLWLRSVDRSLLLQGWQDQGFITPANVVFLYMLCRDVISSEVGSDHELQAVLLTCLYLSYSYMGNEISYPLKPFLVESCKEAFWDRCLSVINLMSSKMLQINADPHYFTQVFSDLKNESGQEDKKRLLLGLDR
Rtt109 Vps75: inhibitors of Candida albicans Rtt109/Vps75 histone acetyltransferase | Q5AAJ8 | purified Rtt109/Vps75, ThioGlo CoA-SH fluorescence, 4 h | inhibition, % at 34.9 µM | actives 0.16% (n = 330,000) | AID 540336;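 active = inhibition of at least 50% in every replicate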
Target sequence (Q5AAJ8 whole entry, looked up): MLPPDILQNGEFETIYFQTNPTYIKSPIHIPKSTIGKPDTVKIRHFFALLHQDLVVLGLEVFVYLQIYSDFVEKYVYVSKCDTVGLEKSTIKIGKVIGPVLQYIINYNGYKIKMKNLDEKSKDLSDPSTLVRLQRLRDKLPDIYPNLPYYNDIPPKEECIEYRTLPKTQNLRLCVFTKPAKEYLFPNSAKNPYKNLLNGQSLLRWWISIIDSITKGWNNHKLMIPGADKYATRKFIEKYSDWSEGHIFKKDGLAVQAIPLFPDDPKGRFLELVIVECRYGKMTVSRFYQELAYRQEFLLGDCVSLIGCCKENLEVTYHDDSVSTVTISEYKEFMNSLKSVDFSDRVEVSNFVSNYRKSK
* hit, by the source's call; nt = not tested or not shown.

SMILES	PvdQ acylase	Keap1-Nrf2 PPI	RTF Ca sens inh	Mot1-301 SUMO	C-LANA FP	NSD2 HMT inh	PfHsp90 yeast 2	cardiac RTF act	dFosB act	CDK5 p35 inh	Rtt109 Vps75
COc1ccc(N2CCN(C(=O)CSc3nnc(NC(=O)C4CCC4)s3)CC2)cc1	-7	-1	1	-14	-0.2	-1	5	0	-4	-1.1	2
CC(=O)c1ccc(NC(=O)c2cc(-c3cccs3)on2)cc1	12	-3	-19	3	1.6	2	-9	1	0	1.4	8
Cc1ccc(N2CC(C(=O)N3CCN(Cc4ccc5c(c4)OCO5)CC3)CC2=O)cc1 (centres undefined)	-16	-4	-2	25	-0.3	-2	1	5	-5	0.4	-5
O=C(c1ccco1)N1CCN(C(c2ccccc2)c2nnnn2C2CCCC2)CC1 (centres undefined)	11	-1	-7	-8	1.5	nt	4	-2	7	0.6	-3
CC(c1ccccc1)N1CCN(C(=O)CCl)CC1 (centres undefined)	-16	2	-5	-20	-2.1	nt	-34	2	-4	-1.5	10
N#CCCn1cc(C(=O)N2CCCCC2)c(-c2ccc([N+](=O)[O-])cc2)n1	0	1	16	-20	-0.4	-4	2	-1	3	0.4	-1
O=C(OCc1cccc(C(F)(F)F)c1)c1ccc[nH]c1=O	-9	2	-17	-7	1.9	2	11	2	3	-2.2	-2
CCOc1ccc(C(=O)NC(C)C2COc3ccccc3O2)cc1 (centres undefined)	-6	-3	-3	87	-0.1	-12	-12	-7	-4	0.7	2
Cc1ccc(-c2nc(CS(=O)(=O)CC(=O)NCc3ccc4c(c3)OCO4)c(C)o2)cc1	-12	-7	-4	-3	0.6	-11	-10	-2	-4	-0.4	-8
CC(=O)N1CCN(c2ccc(NS(=O)(=O)c3ccc(C)cc3)cc2)CC1	-9	1	-9	0	0.8	1	-3	-5	-10	-1.2	8
O=C(NCc1nnc(SCC(=O)N2CCCCCC2)o1)c1ccco1	-5	-4	2	-2	-0.4	-4	-2	18	1	-1.0	-17
COC(=O)[C@@]12CCCN1[C@H](c1ccc(-c3ccccc3)cc1)[C@H]1C(=O)N(C)C(=O)[C@H]12	13	-8	-4	-11	0.2	nt	-8	-3	6	0.2	9
COc1ccccc1Nc1nnc(SCC(=O)c2c(N)n(C3CC3)c(=O)[nH]c2=O)s1	-15	-4	3	-1	0.5	-2	-15	4	-1	-0.8	1
Cc1ccc2c(c1)N(C(=O)CCC(=O)NCc1ccccc1)CC(C)O2 (centres undefined)	-3	3	-6	-15	0.6	nt	-6	7	-3	-0.1	9
COc1ccccc1NC(=O)COC(=O)Cn1cnc2c1c(=O)n(C)c(=O)n2C	-7	0	2	28	0.2	-2	3	-6	-2	-1.5	-3
NC(=O)c1ccccc1NC(=O)Nc1cccc(Cl)c1Cl	-9	-5	-7	0	-0.1	-2	-16	4	-7	0.5	2
CN=c1scc(-c2ccc(Cl)cc2)n1C	-2	3	-8	-1	0.2	2	-38	5	-1	-0.3	1
O=C(COc1coc(CN2CCN(c3ccc(F)cc3)CC2)cc1=O)Nc1ccccc1	-7	0	-8	3	-1.8	6	15	7	-2	-3.7	-1
COc1ccc(S(=O)(=O)Nc2ccccc2C(=O)OC2CCCN(C)C2)cc1OC (centres undefined)	-10	0	0	-8	0.4	5	11	3	-5	-0.8	12
COc1ccc(C2C(C(C)=O)=C(O)C(=O)N2c2ccc(Br)cn2)cc1 (centres undefined)	-9	-4	-2	10	-0.4	5	-3	-4	1	1.0	3
CCOC(=O)c1cc2c(C)n(-c3ccc(OCC)cc3)c(C)c2ccc1=O	5	-2	-1	11	-0.5	2	15	0	-2	0.1	7
CCOC(=O)c1c(NC(=O)CSc2nnc(-c3c[nH]c4ccccc34)n2C)sc2c1CCCC2	-3	-1	1	-3	-1.5	nt	-21	-4	-13	-0.6	4
CN1CCN(Cc2c(C#N)c3ccccc3n2C)CC1	-17	-1	-9	15	0.1	16	nt	6	1	-1.6	-10
CCC(C)NC(=O)C(CCSC)NC(=O)c1ccccc1 (centres undefined)	-20	-3	5	-6	1.8	-4	-21	1	4	-0.4	-4
Cc1ccc(C(C)C)c(OCC(=O)NNC(=O)Cc2ccc(S(=O)(=O)N3CCOCC3)s2)c1	-15	-5	-9	-16	-1.0	-1	-7	-1	-7	0.8	0
SMILES	PvdQ acylase	Keap1-Nrf2 PPI	RTF Ca sens inh	Mot1-301 SUMO	C-LANA FP	NSD2 HMT inh	PfHsp90 yeast 2	cardiac RTF act	dFosB act	CDK5 p35 inh	Rtt109 Vps75
CCNC(=O)N(CC)C[C@H]1N[C@@](Cc2ccccc2)(C(=O)OC)[C@H]2C(=O)N(Cc3ccccc3)C(=O)[C@@H]12	-11	-1	-8	19	0.6	nt	40	7	-9	0.0	-2
CCN(CC)CCNC(=O)CCn1nc(-c2ccc(Cl)cc2)ccc1=O	-8	-2	-8	7	-0.7	11	-4	3	-1	-0.1	2
COc1cc2c(cc1OC)-c1cc(NC3CCCCCCC3)nc(=O)n1CC2	-7	-6	2	-22	-1.5	-3	21	-1	-13	-0.6	23
Cc1c(C)c2c(OCC(=O)NC3CC3)cc3c(c2oc1=O)CCC(C)(C)O3	-14	-3	6	6	-1.1	nt	-4	2	0	0.0	-1
CCCn1nc(C(=O)OCC(=O)Nc2cccc(S(N)(=O)=O)c2)c2ccccc2c1=O	-3	-5	3	-8	-2.3	0	-2	-3	-21	-1.5	2
CCN(CC)S(=O)(=O)c1ccc(-c2nnc(SCC(=O)Nc3nc(C)cs3)o2)cc1	-9	-3	-5	13	2.0	0	-10	6	1	-0.5	-9
O=C(c1c[nH]c(C(=O)C(Cl)(Cl)Cl)c1)c1ccccc1F	6	-4	3	-5	-0.5	6	-62	-5	6	0.4	-1
Cc1cc(C(=O)OCC(=O)c2c(N)n(C)c(=O)n(C)c2=O)c(C)o1	-16	-4	-12	nt	-1.4	0	4	3	-7	0.3	2
CCOC(=O)c1cn2cccnc2n1	4	-1	5	-11	0.2	-5	-25	-3	1	-1.2	-4
COc1cccc(NC(=O)CCNS(=O)(=O)c2cccc3nsnc23)c1	5	-1	-1	-12	-0.7	-2	-19	-1	3	0.4	-3
O=C(Cc1n[nH]c(=O)c2ccccc12)N1CCN(c2ccc(F)cc2)CC1	-6	5	-6	14	-0.3	-3	9	1	-8	1.9	-3
Cc1ccc(NC(=O)C(C)N2CCN(C)CC2)cc1S(=O)(=O)N1CCOCC1 (centres undefined)	-7	-1	-2	-20	0.9	2	-15	0	3	-0.6	-2
Cc1cc(C)cc(C(=O)NC(CC(N)=O)c2ccc(N3CCC(Br)CC3)c([N+](=O)[O-])c2)c1 (centres undefined)	-9	-3	-10	-22	-1.3	nt	0	1	-13	-2.5	2
O/N=C/c1ccccc1OCc1ccccc1Cl	-10	2	-3	nt	-0.1	-2	-29	1	-10	1.8	14
COc1cc2nc(CN(C)Cc3ccc(Cl)cc3)[nH]c(=O)c2cc1OC	-12	-3	-5	-12	2.2	-1	-28	4	3	2.0	1
COc1ccc(N2CCN(C3CCCN(C(=O)CN4CCCCC4=O)C3)CC2)cc1 (centres undefined)	-3	4	-4	82	-0.4	0	-12	-1	2	-1.3	20
CCCN1CCN(C(=O)CN2C(=O)CC(C)(C)S(=O)(=O)c3ccccc32)CC1	-9	-4	-7	4	0.0	1	-13	1	-5	-4.7	-1
CCOC(=O)C1=C(c2ccccc2)Nc2ncnn2C1c1cccc(OC)c1OC (centres undefined)	-10	-9	-5	-3	0.0	0	-7	-6	-15	2.2	-2
CS(=O)(=O)N(CC(=O)Nc1cccnc1)c1ccc2c(c1)OCO2	-4	3	-13	1	-2.1	1	-7	-1	-5	0.9	4
CCOc1cccc(OCCOCCN(C)C)c1	5	-1	3	-8	0.1	-2	12	3	0	-0.2	1
CC(=O)Nc1cccc2c1C(=O)N(c1ccc(OC(C)=O)cc1)C2=O	-8	-2	3	-3	1.6	-2	28	0	-9	-0.9	-20
COc1ccc(C2SCC(=O)N2CCCN(C)C)cc1 (centres undefined)	0	-3	-8	-5	3.0	19	2	-6	2	-0.2	9
O=C(COC(=O)c1ccc(F)cc1F)Nc1cccc(S(=O)(=O)N2CCOCC2)c1	-2	3	-1	nt	-0.5	-1	6	-3	-8	-0.5	8
O=C(O)c1cccc(N2C(=O)c3ccc(C(=O)c4cccc([N+](=O)[O-])c4)cc3C2=O)c1	-11	-4	4	-5	1.7	4	8	3	-8	-0.5	6
OC1(C#CCN2CCCC2)CCCCC1	-8	1	-1	236	3.9	-2	7	1	3	-1.2	0
SMILES	PvdQ acylase	Keap1-Nrf2 PPI	RTF Ca sens inh	Mot1-301 SUMO	C-LANA FP	NSD2 HMT inh	PfHsp90 yeast 2	cardiac RTF act	dFosB act	CDK5 p35 inh	Rtt109 Vps75
CCOC(=O)CC(=O)CSc1ncnc2c1nnn2-c1ccc(OC)cc1	-11	-5	-12	35	3.6	-3	0	0	-13	0.7	-11
Cc1c(Cl)cccc1NC(=O)C1NC(=O)CC1c1ccccc1 (centres undefined)	9	-4	-4	15	0.1	nt	nt	-2	-2	1.0	-5
Cc1ccc(CN2CC(C(=O)Nc3ccc(S(=O)(=O)N4CCCCC4)cc3)CC2=O)cc1 (centres undefined)	8	-1	-9	-11	-1.6	0	-20	2	-14	0.7	nt
Cc1ccccc1N1CCN(C2CCCN(C(=O)CCN3CCCCO3)C2)CC1 (centres undefined)	-8	-2	-1	81	-1.5	-2	5	-2	-2	0.6	-2
CCc1ccc(N2CC(C(=O)NCc3ccc4c(c3)OCO4)CC2=O)cc1 (centres undefined)	-10	1	4	6	-2.3	-3	nt	1	-9	0.7	10
CC(CO)N1CCS(=O)(=O)CC1 (centres undefined)	-18	2	-1	-1	1.8	1	-3	-1	7	0.8	-6
CC(C)N(CCNC(=O)c1ccc(OCC2CCCO2)cc1)C(C)C (centres undefined)	-4	-5	2	-14	0.3	23	-16	-2	-1	-2.7	4
COc1ccc(-c2cc3c(=O)n(CC(=O)NCCCc4ccccc4)ncn3n2)cc1	-6	5	-3	-1	-1.2	nt	8	-5	0	-0.8	3
O=C(c1ccccc1Br)N1CCn2c1nc1ccccc12	-4	5	-5	4	-0.6	-1	14	1	1	-5.1	6
O=C(CSc1nc2ccccc2c(=O)n1Cc1ccco1)NCCN1C(=O)CSC1=O	-14	0	3	-12	1.8	1	-6	1	1	-1.7	3
Cc1ccc(S(=O)(=O)N2CCOCC2)cc1NC(=O)Cn1c(=O)ccn(Cc2ccccc2)c1=O	-17	3	-10	nt	0.9	6	2	-29	-8	1.1	-3
OCC[C@H]1C[C@@H](O)[C@H](O)[C@]2(CCCO2)O1	-22	0	1	8	-1.8	nt	7	5	-7	-4.5	-4

An unsorted share of the library. About 3.2% of those tested had a hit in this group.
